Source: PubChem
Ba/F3 V617F tox = reduce viability of Ba/F3 cells dependent on JAK2V617F. actives 1.1% (n = 220,000). Ba/F3 EpoR-JAK2V617F viability, ATP luminescence. AID 1446. inhibition, % at 5.6 µM;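 active = inhibition above the campaign mean plus 3 SD over all tested compounds, cut at about 24% in these data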;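 also: cytokine-independent growth of Ba/F3 cells driven by EpoR plus mutant JAK2; 0% = DMSO-treated cells and 100% = JAK inhibitor I control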
RBBP9 inhibitor = inhibitors of human serine hydrolase RBBP9 | actives 0.2% (n = 220,000) | recombinant RBBP9, FP-Rh probe fluorescence polarization | inhibition, % at 7.94 µM;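 active = inhibition above the campaign mean of all tested compounds plus 3 SD, cut at about 14% in these data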;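 also: plate controls were DMSO wells with RBBP9 for no effect and wells lacking RBBP9 protein for full effect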
Target sequence (O75884 whole entry, looked up): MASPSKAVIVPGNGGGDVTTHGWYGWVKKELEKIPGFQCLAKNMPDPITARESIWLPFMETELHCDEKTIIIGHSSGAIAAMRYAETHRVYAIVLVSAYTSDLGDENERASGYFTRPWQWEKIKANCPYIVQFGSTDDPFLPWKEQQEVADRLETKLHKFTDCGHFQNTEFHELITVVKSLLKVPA
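Test system – recombinant human RBBP9 · Input – RBBP9 2.5 µM in dispensing solution, pre-mixing · Medium – Tris buffer pH 8.0, NaCl, Pluronic · Schedule – preincubation 30 min plus labeling 45 min at 25 °C · Measured by – fluorescence polarization · Measure – % inhibition · Controls – DMSO and no-protein wells · Replicates – one well per compound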
BaF3 tox = parental Ba/F3 viability inhibition as JAK2V617F counter-screen; inhibition, % at 5.6 µM; CellTiter-Glo ATP luminescence; actives 1.1% (n = 220,000);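 active = inhibition above a per-campaign cutoff, the mean inhibition of all tested compounds plus 3 SD, cut at about 27% in these data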;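 also: 0% = DMSO wells and 100% = JAK Inhibitor I control wells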
S1P4 ag = human S1P4 receptor agonism. O95977. S1P4-expressing cell line, agonist reporter assay. activation, % at 4.98 µM. actives 0.35% (n = 220,000); in the data active = activation above about 11%;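 also: 0% = DMSO vehicle and 100% = reference agonist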
Runt-CBFb FRET = blocks binding of human RUNX1 Runt domain to CBFb; Q01196+Q13951; AID 1496; Cerulean-Runt/Venus-CBFb FRET ratio 530/480, 1 h; inhibition, % at 20 µM; actives 0.46% (n = 220,000);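 active = inhibition over about 50% at 20 µM in the single-dose screen, limit read from the data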;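 also: 0% = DMSO wells and 100% = excess unlabeled CBFb competitor control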
Target sequence (Q01196 whole entry, looked up, the tested form may be a part): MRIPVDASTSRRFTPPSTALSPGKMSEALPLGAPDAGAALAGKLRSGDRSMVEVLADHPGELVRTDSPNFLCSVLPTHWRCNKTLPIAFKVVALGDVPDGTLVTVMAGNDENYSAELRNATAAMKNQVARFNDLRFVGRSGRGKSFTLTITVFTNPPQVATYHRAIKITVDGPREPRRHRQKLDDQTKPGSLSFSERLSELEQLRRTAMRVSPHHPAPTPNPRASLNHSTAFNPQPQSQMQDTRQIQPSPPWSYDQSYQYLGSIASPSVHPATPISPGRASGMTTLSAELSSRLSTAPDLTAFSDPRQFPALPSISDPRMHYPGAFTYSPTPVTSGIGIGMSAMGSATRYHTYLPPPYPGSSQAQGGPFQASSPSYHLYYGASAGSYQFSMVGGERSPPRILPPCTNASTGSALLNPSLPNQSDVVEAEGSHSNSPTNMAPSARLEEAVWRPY
Target sequence (Q13951 whole entry, looked up, the tested form may be a part): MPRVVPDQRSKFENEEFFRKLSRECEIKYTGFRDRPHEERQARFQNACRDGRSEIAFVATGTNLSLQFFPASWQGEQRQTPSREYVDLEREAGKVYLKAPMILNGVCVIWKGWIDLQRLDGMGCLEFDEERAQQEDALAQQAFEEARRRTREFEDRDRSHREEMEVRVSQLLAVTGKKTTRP
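test system = Cerulean-tagged RUNX1 Runt domain (FRET donor) fusion protein | reagent = Venus-CBFb binding partner, 100 nM | incubation = protein complex preformed 1 h, compound exposure 1 h, room temperature, dark | detection = FRET fluorescence | read-out basis = loss of energy transfer signal | controls = 5 µM unlabeled CBFb as full-inhibition high control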
NPY Y1 blocker = antagonists of human neuropeptide Y receptor Y1 | inhibition, % at 3.6 µM | HEK293-CNG Y1 cells, membrane potential fluorescence; NPY at EC95, then isoproterenol | AID 1040 | actives 1% (n = 200,000);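 active = inhibition above the campaign mean inhibition of all tested compounds plus 3 SD, cut at about 20% in these data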;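 also: 0% = DMSO wells given NPY plus isoproterenol and 100% = isoproterenol alone without NPY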
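Material: HEK293 Y1/CNG channel cell line; also added: NPY (25 nM), isoproterenol (1 µM), Ro 20-1724 (25 µM); doses: one concentration, 3.6 µM, in 0.4% DMSO; schedule: compound incubation 1 h at room temperature, readout 45 min post-stimulation; technique: membrane potential fluorescence; measure: fluorescence ratio normalized to % inhibition between controls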
S1P4 antagonist = antagonists of human S1P4 receptor. inhibition, % at 4.98 µM. actives 0.26% (n = 220,000). O95977. S1P4-expressing cells, antagonist mode, reporter read-out. AID 1510; in the data active = inhibition above about 29%;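 also: 0% = wells stimulated with agonist and 100% = vehicle wells without agonist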
NPY-Y2 PAM-ag = human NPY-Y2 potentiation or agonism, primary screen. cells expressing NPY-Y2, potentiator/agonist read-out. actives 0.45% (n = 220,000). activation, % at 3.6 µM; in the data active = activation above about 27%;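 also: cells stimulated with NPY near EC25 plus isoproterenol at EC100; 0% = vehicle plus submaximal agonist and 100% = vehicle plus saturating agonist; some results beyond the cut were filed as inactive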
NPY1 pot ag = potentiators or agonists of human neuropeptide Y receptor Y1. NPY-Y1 expressing cells, potentiator/agonist activation. activation, % at 3.6 µM. actives 0.37% (n = 220,000). P25929; in the data active = activation above about 33%, passing the limit was not always enough;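 also: cells stimulated with NPY at EC10 then isoproterenol at EC100; 0% = low agonist plus stimulus and 100% = saturating agonist plus stimulus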
* marks the source's active call; other numbers are inactive results; nt = not tested or not shown. No enrichment for hits, and some 3.6% of all compounds hit somewhere here.

SMILES | Ba/F3 V617F tox | RBBP9 inhibitor | BaF3 tox | S1P4 ag | Runt-CBFb FRET | NPY Y1 blocker | S1P4 antagonist | NPY-Y2 PAM-ag | NPY1 pot ag
N#CC1=C(SCc2ccc(C#N)cc2)N=C(N)C(c2nc(-c3ccccc3)cs2)C12CCCCC2 (configuration not stated) | -3 | -20 | 1 | 0.8 | 0 | -6 | -1 | 10 | 4
Cc1ccc(S(=O)(=O)N2CCC(C(=O)NCCc3ccccn3)CC2)cc1 | -3 | -3 | 1 | -0.2 | 2 | -4 | -1 | 4 | 6
CN(c1ccc(C(=O)Nc2ccc3c(c2)OCO3)cc1)S(C)(=O)=O | -1 | -4 | -5 | -0.3 | 1 | nt | -8 | -3 | 13
COc1ccc(C2CC(C)=C(C#N)S(=O)(=O)C2C#N)cc1 (configuration not stated) | 1 | -10 | 3 | 0.1 | 15 | nt | -2 | 7 | 0
Cc1noc(C)c1COc1ccc(CC(=O)NC2CCCCCC2)cc1 | -2 | 1 | 5 | 1.6 | -1 | -5 | 1 | -4 | -5
Cc1nc(CS(=O)(=O)c2ccccc2)cc(Sc2ccc(Cl)cc2)n1 | -4 | 3 | 1 | 2.0 | 1 | 7 | -7 | -16 | -15
Nc1ccc(C(=O)OCC(=O)NC2CCS(=O)(=O)C2)cc1[N+](=O)[O-] (configuration not stated) | -4 | 9 | -2 | -0.7 | -2 | nt | 10 | 17 | 7
CCOC(=O)C1Cn2c(nc3c(c2=O)C(C)(CC)Cc2ccccc2-3)S1 (configuration not stated) | 2 | 2 | 0 | 2.5 | -2 | -6 | -27 | 8 | 1
Clc1ccc(-c2nnc(COc3ncnc4ccccc34)o2)cc1 | 3 | -2 | 5 | 1.0 | 0 | 7 | 5 | -4 | -9
C=CCOc1ccc(CNC(C)(C)CO)cc1OC | 2 | 1 | 6 | -2.9 | 2 | 8 | -8 | 1 | 20
COc1cc(NC(=O)c2ccc([N+](=O)[O-])cc2)c(OC)cc1NC(=O)CC(C)C | -1 | -6 | 2 | 0.3 | -3 | 9 | -9 | -19 | 8
O=C(N/N=C/c1ccncc1)c1nc2ccccc2c(=O)[nH]1 | -3 | 7 | 2 | -0.3 | 0 | nt | 6 | -3 | -6
CC1S/C(=N/N=C/c2cccc([N+](=O)[O-])c2)NC1=O (configuration not stated) | -2 | 0 | -3 | -0.3 | 1 | nt | 11 | 6 | 20
CC(=O)Nc1ccc(NC(=O)c2ccc(Cn3cc(Cl)cn3)cc2)cc1 | 0 | -6 | -1 | -1.1 | 1 | 0 | -20 | -8 | -6
CCOC(=O)c1nnn(-c2nn3nnnc3c3ccccc23)c1C | 3 | -9 | 4 | 1.8 | -2 | 0 | -3 | 4 | -5
O=S(=O)(NCCc1csc(-c2ccccc2)n1)c1cccnc1 | -4 | 0 | 1 | 2.6 | 2 | nt | 8 | -11 | 6
CCc1nc2sccc2c(=O)n1N | 1 | -9 | 7 | -0.8 | 1 | 6 | -20 | 14 | 17
O=C(O)CCC(=O)NCc1cn(-c2ccccc2)nc1-c1cccc(Br)c1 | 2 | -12 | 1 | 0.2 | -2 | 2 | 3 | 3 | -2
CS(=O)(=O)c1ccc2nc(NC(=O)c3ccc(NS(=O)(=O)c4ccc(F)c(F)c4)cc3)sc2c1 | 0 | -22 | 2 | -1.1 | -1 | nt | 2 | 21 | 37
CCOc1cc(S(=O)(=O)NC2CCCCC2)ccc1F | -4 | -10 | 4 | -1.4 | -1 | -2 | -2 | -6 | -7
Cc1ccc(N2CCCCn3c2nc2c3c(=O)n(CC(=O)O)c(=O)n2C)cc1 | -3 | -5 | 3 | -1.3 | -1 | -2 | -6 | 9 | -5
COc1ccc(CC(=O)NNS(=O)(=O)c2ccc(F)cc2)cc1OC | 2 | -3 | 9 | 0.6 | 1 | -7 | 6 | 7 | -9
CC(C)NC(=O)c1ccc2c(=O)n(Cc3ccco3)c(=S)[nH]c2c1 | 0 | -4 | 11 | -0.8 | -3 | 1 | -4 | 5 | 1
COc1ccc(-c2ccc(SCC(=O)NCc3ccco3)nn2)cc1OC | -1 | -10 | 0 | 1.0 | 3 | -2 | -13 | 8 | 8
Cc1ccc(-c2cc(C(=O)NCCCn3ccnc3)c3ccccc3n2)s1 | -4 | 1 | 4 | 2.0 | 0 | 2 | -19 | -10 | -2

Carrying on.
SMILES | Ba/F3 V617F tox | RBBP9 inhibitor | BaF3 tox | S1P4 ag | Runt-CBFb FRET | NPY Y1 blocker | S1P4 antagonist | NPY-Y2 PAM-ag | NPY1 pot ag
CC(C)(C)N/N=C/c1cc(Cl)cc([N+](=O)[O-])c1O | -1 | -2 | 4 | -2.2 | 2 | 2 | -4 | 5 | -1
Fc1ccc(N2CCN(Cc3c[nH]c4ccccc34)CC2)cc1 | 10 | 0 | 0 | -0.5 | 2 | nt | 7 | -5 | 13
COc1cccc(-c2nnc(Nc3nc4c(F)cccc4s3)o2)c1 | 0 | -3 | 2 | 0.3 | -3 | 0 | -13 | -12 | -17
CCSc1nnc2c(n1)OC(C)(C)Nc1ccccc1-2 | 6 | -12 | 0 | -0.1 | 0 | -2 | -1 | -8 | 0
O=S(=O)(Nc1ccc(Cl)cn1)c1cnc(Cl)c(Br)c1 | -1 | -5 | -8 | 0.6 | -1 | nt | -5 | 2 | 20
Fc1cccc(CCN2C(=S)NC[C@@H]2Cc2ccccc2)c1 | 0 | -4 | 0 | 1.9 | -2 | -6 | 6 | -16 | 10
Cc1csc(N/N=C/c2ccc(O)c([N+](=O)[O-])c2)n1 | -3 | 0 | -1 | 3.3 | 18 | 2 | -2 | 6 | 7
CC(C)C(NS(=O)(=O)c1cc(C(=O)O)ccc1Cl)C(=O)O (configuration not stated) | 2 | -3 | 10 | 0.8 | 0 | 0 | -1 | 14 | -4
Cc1ccc(S(=O)(=O)c2c(N)n(/N=C/c3ccco3)c3nc4ccccc4nc23)cc1 | 4 | -3 | 4 | 1.2 | 5 | -1 | 0 | -5 | 17
COc1ccc(CSc2ncnc3sccc23)cc1F | 0 | 5 | -1 | 1.9 | 0 | 1 | -10 | -30 | -20
CC1CCCN(c2ccc(C(=O)Nc3cccnc3)cc2[N+](=O)[O-])C1 (configuration not stated) | 2 | -17 | 4 | 0.7 | -8 | -1 | -5 | 6 | -12
COc1ccc(NCc2nc3ccccc3n2CCOc2ccc(C)cc2)cc1 | 6 | -3 | 5 | -0.3 | -2 | -6 | -16 | 10 | -17
CC1CCCCN1C(=O)c1cc(-c2ccc(Cl)c(Cl)c2)on1 (configuration not stated) | -1 | -3 | 5 | 0.8 | -2 | 15 | 4 | -7 | 7
COc1cccc(-c2nnc(SCC(=O)Nc3ccc(S(N)(=O)=O)cc3)n2C)c1 | 0 | -2 | -1 | 0.6 | -2 | -8 | 7 | -1 | 6
CCOC(=O)C1=C(N)N2C(=O)C(C)SC2=C(C(=O)OC)C1c1cccc(OC)c1 (configuration not stated) | 3 | -11 | 3 | 0.6 | 0 | 9 | -25 | -4 | -35
COC(=O)N1N=C(c2ccc(Br)cc2)CC1(O)C(F)(F)F (configuration not stated) | -1 | 0 | 2 | 0.2 | 0 | 0 | -19 | -6 | -4
COc1ccc(C(=O)NCC(c2cccnc2)N2CCN(c3ccccc3OC)CC2)cc1OC (configuration not stated) | 0 | -9 | 2 | 1.1 | 1 | 0 | -13 | -2 | -3
O=C(CC12CC3CC(CC(C3)C1)C2)NCCN1CCOCC1 | -4 | -3 | 3 | -0.6 | 1 | 0 | -21 | 2 | -19
Cc1cc(N2C(=O)CCC2=O)n(-c2ccccc2)n1 | 1 | -4 | 5 | 1.2 | -3 | -3 | -12 | -11 | -25
CC(=O)OCCN(C)c1cc(SC(C)C)c2nonc2c1[N+](=O)[O-] | 3 | -2 | -1 | 1.0 | 1 | 3 | -30 | -5 | -10
Cc1ccc(N2C(=O)C3C=NNC3C2=O)cc1 (configuration not stated) | -1 | 8 | 5 | 2.6 | 1 | 6 | -17 | 7 | 2
CCOc1cc(N2CCOCC2)c(OCC)cc1NC(=O)CN1CCN(Cc2ccc3c(c2)OCO3)CC1 | 0 | -1 | 9 | 2.6 | 1 | 0 | -12 | -6 | -3
CC(=O)N1N=C(c2ccccc2)CC1c1ccccc1[N+](=O)[O-] (configuration not stated) | -6 | 5 | 3 | -0.8 | 7 | 2 | -2 | 3 | 12
Brc1ccccc1-n1nnc(-c2nccs2)n1 | -4 | -11 | -1 | -0.5 | -2 | -1 | 1 | 8 | 15
O=C(CCCSc1ccccc1)Nc1nc(-c2ccco2)c(-c2ccco2)s1 | 1 | -13 | 4 | 0.4 | 15 | 9 | 0 | -5 | -9

(more compounds)
SMILES | Ba/F3 V617F tox | RBBP9 inhibitor | BaF3 tox | S1P4 ag | Runt-CBFb FRET | NPY Y1 blocker | S1P4 antagonist | NPY-Y2 PAM-ag | NPY1 pot ag
CCCCCNC(=O)N[C@H](C(=O)O)C(C)C | -5 | -5 | 90* | -1.0 | -3 | 1 | 4 | 6 | 5
OCCC1CN(Cc2cn[nH]c2C2CCCCC2)CCN1C1CCCC1 (configuration not stated) | -1 | -4 | 2 | -3.2 | 2 | -1 | -13 | -7 | 8
CCCN(CCC)S(=O)(=O)c1ccc(NC(=O)c2cc(C(=O)OC)cc([N+](=O)[O-])c2)cc1 | 3 | 10 | 5 | -0.2 | -1 | 4 | -8 | -4 | -25
Cc1ccc(-c2nnc(-c3ccc(NC(=O)Cc4cccs4)cc3)o2)cc1 | 3 | -6 | 7 | 0.3 | -1 | 3 | -40 | 0 | 50*
COc1ccc(-c2c3c(=O)n(C)c(=O)n(C)c3cn2-c2cccc(OC)c2)cc1 | 0 | -2 | 10 | -0.8 | -2 | 4 | 2 | -1 | 18
CC(C)CCNC(=O)COc1ccc(C(=O)c2ccccc2)cc1 | 1 | -7 | 7 | 1.8 | -4 | 5 | -29 | 1 | -3
COc1ccc(N2CCCn3c2nc2c3c(=O)n(Cc3ccccc3F)c(=O)n2C)c(OC)c1 | -1 | -5 | 4 | -0.9 | -1 | 2 | -3 | 8 | -16
O=C(Cc1ccccc1)c1c[nH]c(C(=O)O)c1 | 1 | -9 | 8 | -1.3 | 2 | -2 | 0 | -4 | -6
O=C(CCN1C(=O)COc2ccccc21)NCCCN1CCN(c2ccc(F)cc2)CC1 | 2 | -7 | 7 | -0.9 | -2 | -1 | -3 | 9 | 5
Cc1[nH]c(=S)c(C#N)c2c1CCCC2 | -3 | -1 | -4 | -2.7 | nt | 0 | -18 | 4 | -8

2 of the compounds above, in markdown.
| molecule | Ba/F3 V617F tox | RBBP9 inhibitor | BaF3 tox | S1P4 ag | Runt-CBFb FRET | NPY Y1 blocker | S1P4 antagonist | NPY-Y2 PAM-ag | NPY1 pot ag |
| --- | --- | --- | --- | --- | --- | --- | --- | --- | --- |
| Cc1[nH]c(=S)c(C#N)c2c1CCCC2 | -3 | -1 | -4 | -2.7 | nt | 0 | -18 | 4 | -8 |
| O=C(CCN1C(=O)COc2ccccc21)NCCCN1CCN(c2ccc(F)cc2)CC1 | 2 | -7 | 7 | -0.9 | -2 | -1 | -3 | 9 | 5 |
